Screens deposited in PubChem by NCI.
Growth percent in the NCI-60 one-dose screen (48 h, 10 µM unless noted): 100 = growth as untreated, 0 = no growth, -100 = all killed.
HL-60(TB): HL-60(TB) leukemia cells; hit rate 9% among 78,000; active means growth percent below 10
Starred values were filed as active, the others as inactive; & = joins results of further samples. Only part of the results is shown (hit frequency here may not be typical).

SMILES	HL-60(TB)
O=C(NCCC1CNC2CCCCC12)C1CCN(C(=O)C2CCC(F)CC2)CC1 (stereo unspecified)	100.8
Cc1ccc(C)c2c1sc1nc(N3CCCC3)c(C#N)c(=N)n12	99.9
CCn1cc(C(=O)O)c(=O)c2cc(F)c(N3CCN(C(=O)CCO[N+](=O)[O-])CC3)cc21	95.7
C[C@]1(O)CC[C@H]2[C@@H]3CCC4=CC(=O)C=C[C@]4(C)[C@@]3(Cl)[C@@H](Cl)C[C@@]21C	94.8
CCn1c(O)c(/C=N/NC(=O)C(C)c2ccc(CC(C)C)cc2)sc1=S (stereo unspecified)	-32.5*
Nc1nonc1-c1nc2ccccc2n1Cc1cc2c(cc1Cl)OCO2	91.2
COc1ccc(-c2nn(-c3cccc(NC(=O)c4ccc5c(c4)OCCO5)c3)cc2-c2ccncc2)cc1Cl	-2.9*
COc1ccc(Cn2cc(CNC(=O)c3cccnc3Nc3ccc(OC)cc3)nn2)cc1	101.7
NC(=O)c1cc(I)ccc1NC(=O)/C=C/c1ccccc1	1.0*
COc1ccc(C2C3(C#N)C(N)=NC(=C(C#N)C#N)C23C#N)cc1OC (stereo unspecified)	106.7
NS(=O)(=O)c1ccc(N/N=C(/CS(=O)(=O)c2ccccc2)c2cc3cc(Br)ccc3oc2=O)cc1	100.4
NC(=O)[C@@H]1Cc2ccccc2CN1C(=O)c1ccc2c(c1)Cc1ccccc1-2	72.2
CCOC(=O)C1=C(N)N(c2ccc(Cl)cc2)C2=C(C(=O)CC(C)(C)C2)C1c1cccnc1 (stereo unspecified)	99.9
COC(=O)C(Br)(C(=O)OC)C(Br)C(Br)C(Br)c1ccccc1 (stereo unspecified)	7.6*
O=C1CCCc2ccc([N+](=O)[O-])cc21	65.9
Cc1ccc([C@@H]2C[C@H](O)Cc3ccccc3N2)s1	121.2
CS(=O)(=O)N1CCN(S(=O)(=O)c2oc(-c3ccccc3)nc2C#N)CC1	25.4
C=CCn1c(C)nc2ccc(Nc3nc(Cl)nc4ccccc34)cc21	92.0
COC(=O)C1=C(\O)CCCC/C=C\1C(=O)O	66.8
O=C1CCCCC1Nc1ccc2ccccc2c1 (stereo unspecified)	66.9
C[C@]12C=CC(=O)C=C1CCC1C2C(=O)C[C@@]2(C)C1CC[C@]2(O)C(=O)CO (stereo partly specified)	100.3
CCOc1ccccc1NC(=O)c1cc2ccccc2cc1O	48.8
Cc1[se]c2ccccc2[n+]1C	85.0
OC1c2cc(Cl)ccc2-c2c(Cl)cc(Cl)cc21 (stereo unspecified)	120.4
CC[C@H](C)[C@H](NC(=O)[C@H]1CCCCN1C)C(=O)N(C)[C@H](C[C@@H](OC(C)=O)c1nc(C(=O)N[C@@H](Cc2ccccc2)C[C@H](C)C(=O)OC)cs1)C(C)C	-38.6*
SMILES	HL-60(TB)
FC(F)(F)c1ccc2c(c1)N(CCCN1CCN(C3CC3)CC1)c1ccccc1S2	25.6
Fc1ccc(-c2cc(-c3ccco3)nc(OCCn3ccnc3)n2)cc1	115.0
CC1N(C(=O)NCCCCCCNC(=O)N2C(C)C2(C)C)C1(C)C (stereo unspecified)	94.3
O=C(CSc1nc2sc3c(c2c(=O)n1-c1ccccc1)CCCCC3)N/N=C/c1cccc([N+](=O)[O-])c1	102.8
CCC(CC)CCC(=O)CC(C)C	99.8
O=C1NC(=C(Cl)Cl)/C(=N/S(=O)(=O)N2CCNCC2)N1	120.0
CCOC(=O)c1cnc(N)nc1-c1ccccc1	86.9
Cc1oc(-c2ccccc2Cl)cc1C(=O)Nc1ccccc1	90.3
N#C/C(=C\c1ccc(Cl)cc1)C(=O)Nc1ncc(Cc2ccc(Cl)c(Cl)c2)s1	98.0
NC1=NC2(NN1)C(=O)Nc1ccccc12 (stereo unspecified)	99.8
COc1ccc(C(=O)Nc2ncc(Cc3ccccc3Cl)s2)cc1	-1.9*
Cc1nc2oc3ccccc3c(=O)c2cc1C(=O)NCc1ccccc1	69.5
Cc1ccc(S(=O)(=O)N(C)C)cc1[N+](=O)[O-]	80.9
COc1ccc2[nH]c(C(=O)N3CCN(C(=O)OCc4ccc5cccc(O)c5n4)CC3)cc2c1	95.0
COc1cc(Cn2ccc3c2-c2oncc2CCC3)cc(OC)c1OC	66.7
Cc1cccc(/C=C\C(=O)c2ccc(Br)cc2)c1	63.3
O/N=C(/C(=N\O)c1ccco1)c1ccco1	75.5
CCOC(=O)c1c2c(cn1Cc1cc(OC)c(OC)c(OC)c1)-c1oncc1CC2	112.6
COc1ccc(C2C(C(=O)Nc3cccc(C(F)(F)F)c3)=C(C)NC3=C2C(=O)CC(C)(C)C3)cc1 (stereo unspecified)	96.2
CCCOc1ccccc1OCCC	68.0
O=C(O)c1cc(I)cc(I)c1I	110.0
CCCCOc1ccc(Nc2nc3ccccc3nc2Nc2ccc(OCCCC)cc2)cc1	79.7
CC(=O)N1N=C(Cn2nnnc2-c2ccccc2)OC1c1ccc(Cl)cc1 (stereo unspecified)	88.1
N#Cc1cc([C@@H]2Nc3ccc4[nH]ccc4c3[C@H]3C4CCC(C4)[C@@H]23)ccc1F (stereo partly specified)	77.2
COc1cccc(-c2nc3sccn3c2-c2ccnc(NCCNC(=O)Nc3cccc(C(F)(F)F)c3)n2)c1	62.8
SMILES	HL-60(TB)
Cn1cc(-c2csc(-c3cn(C(=O)OC(C)(C)C)c4ccccc34)n2)c2ccnc(Cl)c21	67.5
COc1ccc(/C=c2\c(=O)n(-c3ccccc3)c3nn4c(n23)=NNC(c2ccccc2)=C4c2ccccc2)cc1	104.0
COC(=O)c1c2c(c(C)[n+]([O-])c1C)C(=O)C=C(NCc1ccc(Br)cc1)C2=O	-19.4*
CC(=O)Nc1ncc2c(n1)-c1ccc(C(=O)OC(C)C)n1CCC2	96.8
COc1cc2c(cc1-c1c(C)noc1C)ncc1nc(C3CCOCC3)n(C3CCC(OC(F)F)CC3)c12 (stereo unspecified)	7.2*
CCOC(=O)N1CCN(CCCCCOc2ccccc2N)CC1	68.2
CC(CCc1ccccc1)NC(=O)c1n[nH]c(=O)c2ccccc12 (stereo unspecified)	88.3
NC1(c2nc3ccc4[nH]ncc4c3c3c2CCCC3)CC1	85.2
C=C(C)[C@@H]1CC[C@]2(C(=O)OCCOCCOCC[P+](c3ccccc3)(c3ccccc3)c3ccccc3)CC[C@]3(C)[C@H](CC[C@@H]4[C@@]5(C)CC[C@H](C)C(C)(C)[C@@H]5CC[C@]43C)[C@@H]12	-72.5*
COc1ccc(C(=O)CCC(=O)O)cc1F	93.7
Cc1ccc(C2=CSC3=NC(=O)C(CCN4CCOCC4)N23)cc1 (stereo unspecified)	114.0
NC1=NC2(CCCCC2)N(c2ccc(S(=O)(=O)Nc3ccccn3)cc2)C(N)=N1	103.5
Cc1ccc(C(c2c(O)c3cc(C)ccc3[nH]c2=O)c2c(O)c3cc(C)ccc3[nH]c2=O)cc1	104.9
COc1ccc(-c2nc(C#N)c(NCC(c3ccccc3OC)N(C)C)o2)cc1 (stereo unspecified)	50.6
CCc1ccc(C2=NN(c3ccc(S(N)(=O)=O)cc3)C(c3ccccc3)C2)cc1 (stereo unspecified)	88.7
CCOC(=O)c1c(Cl)nc2ccccc2c1Cl	112.3
CCOC(CC(OCC)OCC)OC (stereo unspecified)	91.9
CCCn1cc(-c2nc(Nc3ccc(C(=O)NCCCCNc4cccc5c4C(=O)N(C4CCC(=O)NC4=O)C5=O)cc3)nc3[nH]ccc23)cn1 (stereo unspecified)	-36.9*
COC(=O)C1C2OC(C(Br)C2Br)C1C(=O)OC (stereo unspecified)	83.1
CC(=O)C1CCC2C3CC=C4N(C)C(=O)CCC4(C)C3CCC12C (stereo unspecified)	105.2
C#CCn1cc(C2C(Cl)C(=O)N2c2ccc(N3CCOCC3=O)cc2)c2ccccc21 (stereo unspecified)	99.6
CC(C)c1nc2ccccc2n1CC(=O)N/N=C/c1ccc(OCCOc2ccc(C=O)cc2)cc1	90.0
CCOC(=O)c1c(C)[nH]c(C)c1C=O	71.4
Cc1cn(C(C)C)c(=O)n(-c2ccccc2)c1=O	94.9&92.8
CCCc1cc(-n2cc(-c3ccc(NS(C)(=O)=O)cc3)cn2)ccn1	56.4
SMILES	HL-60(TB)
O/N=C/c1cc2c(cc1Br)OCO2	95.8
Cc1nc(NS(=O)(=O)c2ccc(N)cc2)nc(C)c1C	95.9
O=c1[nH]c2ccc(Oc3ncccn3)cc2c(=O)n1Cc1cccc(NC(=S)Nc2cccc(F)c2)c1	94.8
CC(=O)O[C@@H]1CC[C@]2(C)[C@H]3CC[C@]4(C)C(=O)CC[C@H]4[C@@H]3C[C@@H]3SC(N)=N[C@@]32C1	44.5
O=C(c1ccc(Cl)cc1)C1[C@H](c2ccccc2Br)[C@@H](c2ccccc2)NC12C(=O)Nc1ccc(Br)cc12 (stereo partly specified)	-6.6*
Nc1nc(-c2cc3c(cc2Cl)NC(=O)/C3=C/c2ccccc2)cs1	47.0
CC(C)=CCc1cc(O)c(O)c2oc3cc(O)cc(O)c3c(=O)c12	103.2
N#CC(CC(=O)c1ccc(Cl)cc1)c1ccccc1 (stereo unspecified)	96.9
CCOCCc1c(O)nc(SC)[nH]c1=O	93.3
O=C1c2cccc(S(=O)(=O)O)c2C(=O)c2cccc([N+](=O)[O-])c21	76.8
CO[C@H]1/C=C/O[C@@]2(C)Oc3c(C)c(O)c4c(c3C2=O)C(=O)C(/C=N/N(c2ccccc2)c2ccccc2)=C(NC(=O)/C(C)=C\C=C\[C@H](C)[C@H](O)[C@@H](C)[C@@H](O)[C@@H](C)[C@H](OC(C)=O)[C@@H]1C)C4=O	-12.5*
C=CCn1c(CN2CCN(c3cc4c(cc3F)c(=O)c(C(=O)O)cn4C3CC3)CC2)n[nH]c1=S	90.1
CN1CCN(c2ccc3nc(-c4c5cccccc-5[nH]c4=O)[nH]c3c2)CC1	101.3
COc1ccc(-c2nc(N=Nc3c(O)[nH]c4ccc(Br)cc34)nc(N3CCOCC3)c2C#N)cc1	98.8
O=c1[nH]cc(N(CCCl)CCCl)c(=O)[nH]1	-9.9*
CCOC(=O)c1c2c(c(C)n1C)-c1nn(Cc3ccc(Cl)cc3)cc1CC2	60.8
Cc1nc(-c2ccccc2)cc2c1C(=O)N(CC(=O)N1CCCCC1)C2=O	129.0
O=C1[C@@H](Cl)C2(C(=O)Nc3ccccc32)N1c1ccccc1 (stereo partly specified)	86.9
CC(C)=CCC/C(C)=C/CC/C(C)=C/CCc1ccoc1C	91.8
CC(/C=C/c1ccccc1)=N/NC(=O)c1ccncc1	92.2
O=C(CCn1cnc2c(cc(-c3ccccc3)n2-c2ccccc2)c1=O)Nc1ccc(Cl)cc1	73.6
Cc1cccc(Nc2cc(Cl)nc(N)n2)c1	99.4
CCCCC1(CCC(C)C)C(=O)NC(=O)NC1=O	90.7
COc1ccc(CCN2CCCn3c2nc2c3c(=O)n(C)c(=O)n2C)cc1	96.6
CCCCCC(=O)NCCC(=O)c1ccccc1	105.0
SMILES	HL-60(TB)
CCCCCc1ccncc1	80.8
O=C(Cn1c(/C=C/c2ccc3c(c2)OCO3)nc2ccccc2c1=O)Nc1ccc(Cl)cc1	101.9
COc1c2ccoc2cc2oc(C)c(-c3cc(-c4ccc(F)cc4)c(C#N)c(N)n3)c(=O)c12	83.2
Cc1cc(O)cc2c1[C@]1(C)CCC3C(C)(C)CCC[C@]3(C)[C@H]1C2 (stereo partly specified)	140.2
S=C1SCN(CCc2ccccc2)CN1CCc1ccccc1	89.7
O=C1CNC(=O)N1CN1CCOCC1	109.8
COC(=O)[C@]12CC[C@@H](C)[C@H](C)[C@@H]1C1=CC[C@@H]3[C@@]4(C)CC(=O)[C@H](OC(=O)/C=C/c5ccccc5)[C@@]5(C)COC(=C45)C[C@@]3(C)[C@]1(C)CC2	66.3
c1ccc(-c2nn(-c3ccccc3)c3c2-c2ccccc2CS3)cc1	103.7
OCCC1CCCCC1	94.3
CN(C)CCC(C#N)(CCN(C)C)c1ccccc1	105.9
O=C(O)c1nc(-c2ccccc2)nc2c(F)cccc12	95.8
CCn1c(Sc2nn3cc(-c4ccc(Br)cc4)nc3s2)nc2c1c(=O)n(C)c(=O)n2C	116.5
COc1ccc(/C=C2/N=C3N(N=C(c4cccs4)N3c3ccccc3)C2=O)cc1	103.3
COc1ccc2ncccc2c1	96.3
C[C@@H]1CCC/C=C/[C@H]2C[C@@H](O)C[C@@H]2[C@@H](O)/C=C/C(=O)O1	-22.7*
S=c1[nH]c2cc(-c3ccccc3)ccc2o1	120.2
C=C(C)[C@@H]1CC=C2c3sc(C4CCOCC4)nc3C[C@@H](C)[C@]2(C)C1	51.4
Nc1ccccc1C(=O)NCCNCCNCCNC(=O)c1ccccc1N	101.2
O=Cc1ccccc1C(=O)O	110.6
O=C(OCc1ccccc1)C(O)c1ccccc1 (stereo unspecified)	93.2
CN(C)CCCn1c(=O)c2ccccc2c2ccccc21	63.4
COc1cc(C2SCC(=O)N2c2ccc(C)cc2)cc(OC)c1OC (stereo unspecified)	86.2
